Screening results: PubChem, several laboratories
14-3-3 Bad inh: disrupts binding of bovine 14-3-3 zeta to phospho-Bad peptide; inhibition, % at 21.7 µM; 220,000 compounds, 0.71% hits; TR-FRET 14-3-3zeta/Dy647-pBad peptide displacement, 1 h; P63103;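 active = inhibition above about 70%, limit read from the data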;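 note: 0% = full 14-3-3 plus peptide FRET controls and 100% = background without 14-3-3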
Target sequence (P63103 whole entry, looked up): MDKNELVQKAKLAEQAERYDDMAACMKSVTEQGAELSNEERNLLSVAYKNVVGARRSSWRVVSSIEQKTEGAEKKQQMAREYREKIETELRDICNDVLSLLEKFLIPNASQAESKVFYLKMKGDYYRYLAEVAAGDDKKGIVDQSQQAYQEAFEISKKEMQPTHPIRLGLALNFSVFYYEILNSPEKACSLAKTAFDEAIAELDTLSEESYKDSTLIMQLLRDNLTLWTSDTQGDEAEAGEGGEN
FXIIa inh 1536: factor XIIa (human) inhibition | 220,000 compounds, 0.3% hits | P00748 | inhibition, % at 5 µM | purified FXIIa, Boc-QGR-AMC fluorogenic substrate, 2 h; in the data active = inhibition above about 40%;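 note: 0% = enzyme with no compound and 100% = blank without enzyme; many of its hits are not listed in these tables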
Thrombin inh: blocks human thrombin protease activity | P00734 | alpha-thrombin, Boc-VPR-AMC fluorogenic substrate cleavage | inhibition, % at 5 µM | 220,000 compounds, 0.26% hits;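 active = inhibition at or above 40%; inactive = inhibition below 40%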;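 note: 0% = enzyme with no compound and 100% = wells without enzyme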
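Assay system: human alpha-thrombin enzyme. Reagent: Boc-VPR-AMC substrate, 15 µM final. Compound dosing: one concentration per compound, 5 µM, with 0.2% DMSO. Incubation: room-temperature reaction. Technique: AMC fluorescence, 355/460 nm. Measure: % inhibition relative to enzyme controls and enzyme-free blanks.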
Wee1 stabilizer: blocks degradation of human Wee1 kinase; HeLa Luc-Wee1K328M stability, luciferase luminescence; 100% = proteasome inhibitor MG132 effect; 220,000 compounds, 1.2% hits; AID 1321; P30291; reporter increase, % at 5 µM;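 active = activation above the mean of all tested compounds plus 3 SD, set per screening run, cut at about 8.8% in these data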;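 note: cells exposed to compound for 20 h before luminescence read; 0% = DMSO alone and 100% = MG132 at 30 µM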
Target sequence (P30291 whole entry K328M): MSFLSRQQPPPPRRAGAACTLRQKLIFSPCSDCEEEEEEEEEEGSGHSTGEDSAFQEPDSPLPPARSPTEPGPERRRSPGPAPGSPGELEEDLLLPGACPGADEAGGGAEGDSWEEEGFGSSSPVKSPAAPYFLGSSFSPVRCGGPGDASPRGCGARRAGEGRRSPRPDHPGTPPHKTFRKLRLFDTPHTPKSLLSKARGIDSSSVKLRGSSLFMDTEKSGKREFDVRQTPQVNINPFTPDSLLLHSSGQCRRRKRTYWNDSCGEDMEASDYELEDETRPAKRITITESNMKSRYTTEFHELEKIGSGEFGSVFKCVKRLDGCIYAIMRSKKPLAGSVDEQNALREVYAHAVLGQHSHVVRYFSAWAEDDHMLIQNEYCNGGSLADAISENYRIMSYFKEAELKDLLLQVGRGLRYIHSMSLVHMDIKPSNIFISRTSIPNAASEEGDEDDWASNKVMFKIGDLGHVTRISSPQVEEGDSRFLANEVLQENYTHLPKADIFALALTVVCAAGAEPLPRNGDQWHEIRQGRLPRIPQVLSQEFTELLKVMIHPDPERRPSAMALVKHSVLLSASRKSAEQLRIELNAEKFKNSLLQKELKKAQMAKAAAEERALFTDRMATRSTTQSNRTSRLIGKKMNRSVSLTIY
FXIa inh: inhibitors of human coagulation factor XIa; P03951; purified FXIa, Boc-Glu-Ala-Arg-AMC fluorogenic substrate; inhibition, % at 5 µM; 220,000 compounds, 0.14% hits; AID 798;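 active = inhibition of at least 40%; inactive = inhibition below 40%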;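 note: fluorescence of freed AMC excited at 355 nm; 0% = enzyme without compound and 100% = no enzyme blank; many of its hits are not listed in these tables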
hK5 inh: inhibitors of human kallikrein 5 | recombinant hK5, fluorogenic AMC substrate cleavage | AID 873 | 210,000 compounds, 0.59% hits | inhibition, % at 5 µM | Q9Y337;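 active = inhibition of 40% or more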;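 note: 0% = enzyme controls without compound and 100% = no-enzyme blanks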
Runt-SMMHC FRET: Runt domain-CBFb-SMMHC interaction inhibition; Cerulean-Runt/Venus-CBFb-SMMHC FRET ratio 530/480, 1 h; 220,000 compounds, 0.74% hits; inhibition, % at 20 µM; AID 1434; Q01196+Q13951;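 active = mean inhibition across duplicate retests at 20 µM reaching about 50%, limit read from the data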;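 note: 0% = DMSO wells and 100% = wells with excess untagged CBFb-SMMHC; inhibitors lower the FRET ratio by blocking Runt binding to CBFb-SMMHC; some results filed as inactive read as strong as hits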
Hck-Nef inh: human Hck-Nef kinase inhibition; P08631; Recombinant Hck-YEEI plus Nef, Z-Lyte FRET kinase assay; inhibition, % at 20 µM; 220,000 compounds, 0.68% hits; AID 463187;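 active = Hck-Nef kinase inhibition above about 50%, limit read from the data; inactive = inhibition below that limit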;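 note: 0% = DMSO with Hck plus Nef and 100% = Hck alone without Nef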
Runt-CBFb FRET: inhibitors of human RUNX1 Runt domain binding to CBFb; Cerulean-Runt/Venus-CBFb FRET ratio 530/480, 1 h; inhibition, % at 20 µM; 220,000 compounds, 0.46% hits; Q01196+Q13951;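 active = inhibition over about 50% at 20 µM in the single-dose screen, limit read from the data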;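 note: 0% = DMSO wells and 100% = excess unlabeled CBFb competitor control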
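Reagent – Venus-CBFb binding partner, 100 nM · Assay system – Cerulean-tagged RUNX1 Runt domain (FRET donor) fusion protein · Input – 100 nM per protein · Incubation – two 1 h room-temperature incubations shielded from light · Measured by – FRET fluorescence · Medium – Tris buffer pH 7.5 with salts and BSA · Benchmarks – unlabeled CBFb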
Numbers without * were called inactive; x = no result given; [ ] = another dose, or the depositor's remark.

compound	Hck-Nef inh	14-3-3 Bad inh	Thrombin inh	Runt-CBFb FRET	Runt-SMMHC FRET	FXIIa inh 1536	Wee1 stabilizer	hK5 inh	FXIa inh
CCOc1ccc(C2=Nn3c(nnc3-c3ccccn3)SC2)cc1	0	1	5	4	-4	32	-1	1	23
O=C(C1CCCO1)N(c1ccc(F)cc1)C1C=CS(=O)(=O)C1 (centres undefined)	7	5	-6	0	-2	10	0	10	7
Cc1sc2ncn(CC(=O)Nc3cccc(S(N)(=O)=O)c3)c(=O)c2c1-c1ccccc1	21	-8	-9	0	0	-1	-4	-3	-3
Cc1ccc(S(=O)(=O)CCC(=O)Nc2nccs2)cc1	0	-9	7	-1	3	21	3	-4	8
O=C(C1COc2ccccc2O1)N1CCOCC1 (centres undefined)	-1	5	-15	-1	-2	19	2	-23	-8
CC(C)CNC(=S)NNC(=O)c1nn(C)cc1Cl	13	-8	-4	0	4	10	0	-16	5
COCCNC(=O)Cn1nc(-c2ccccc2OC)ccc1=O	-1	9	-4	0	1	21	3	-4	5
CCn1cc(C(=O)OCc2ccc(F)cc2)c(=O)c2ccc(C)nc21	0	4	-3	-1	0	-3	-2	-4	-6
CC(=O)c1ccc(NC(=O)c2ccc3nc(-c4ccco4)c(-c4ccco4)nc3c2)cc1	0	40[fluorescence artefact?]	-9	-4	-69	11	-2	-101	24
COc1cc2c(C(=O)NCc3ccc(C)o3)cn(CC(C)C)c(=O)c2cc1OC	2	5	0	x	-3	19	-2	2	9
N#Cc1ccc(-c2ccc(OCC(=O)NCCCN3CCCC3=O)cc2)cc1	41	-8	-5	-2	-2	9	1	-3	-4
CSc1nc2c(C)c(C)c(C)c(C)c2[nH]1	0	-2	-5	2	-4	5	-2	1	4
Cc1cc(C)n(-c2ccc(C(=O)Nc3cccnc3Cl)cc2)n1	16	-7	-7	0	0	0	2	3	-6
Nc1nc(Cl)cc(-c2ccccc2)n1	2	10	-6	-1	-2	3	-1	-3	-2
O=C1N/C(=N\N=C\c2cccs2)SC1Cc1ccc(Cl)c(Cl)c1 (centres undefined)	-9	1	1	x	-2	1	0	-17	10
CCCc1cc(=O)[nH]c(SCC(=O)NC(=O)OCC)n1	6	-9	18	2	-4	9	0	28	7
S=C(NCc1ccco1)Nc1ccc(Oc2ccccc2)cc1	-27	-2	-7	14	0	-1	11*	x	-5
COc1ccc(N2CCN(C(=O)CN(Cc3ccc(Cl)cc3)S(C)(=O)=O)CC2)cc1	-20	-12	-6	2	-2	-1	-1	-3	-13
Cc1c(NS(=O)(=O)c2cc(Br)cc3c2N(C(=O)C2CC2)CC3)c(=O)n(-c2ccccc2)n1C	18	-18	-8	0	-2	2	-3	-4	-5
CC1=CC(c2ccccc2)n2nc(N3C(=O)c4ccccc4C3=O)nc2N1 (centres undefined)	5	-2	17	1	-2	19	0	-9	-2
CCn1c2ccccc2c2cc(NC(=O)c3cc(OC)cc(OC)c3)ccc21	-2	-4	-6	4	1	3	3	-8	-6
Cc1ccc2nc(SCC(=O)Nc3ccc4sc(C)nc4c3)c(C#N)cc2c1	3	2[fluorescence artefact?]	-1	-16	-21	12	-2	2	-2
COc1ccc(C2SCC(=O)N2CCc2ccc(OC)c(OC)c2)cc1 (centres undefined)	13	-2	-12	x	x	6	6	-1	-4
Cn1c(-c2csc(-c3cccc(C(F)(F)F)c3)n2)n[nH]c1=S	14	-4	0	-1	4	4	-3	-2	-6
CCc1c(C)nc2ncnn2c1NCc1cccs1	0	-3	0	-1	8	10	2	9	4
O=C(Nc1ccc2nsnc2c1)N1CCCCCC1	1	x	-2	0	1	12	3	-2	6
C/C(=N\NC(=O)c1c(C)nc2ccccn12)c1cccc([N+](=O)[O-])c1	-29	-1	-10	1	2	x	0	-1	6
O=C(CSc1ccc2ccccc2n1)N1CCC(c2noc3ccc(F)cc23)CC1	3	0[fluorescence artefact?]	2	-4	1	8	3	0	28
CCC(=O)NCc1cc(-c2nn(C)c(=O)c3ccccc23)ccc1OC	17	4	2	x	x	3	0	-1	-4
COc1ccc(/C=N/OC/C(O)=C(\C#N)c2nc3ccccc3[nH]2)cc1	1	18	-1	-4	3	7	0	-135	-1
Cn1c(=O)c2c(nc(Br)n2Cc2nnc(N)s2)n(C)c1=O	26	1	0	-1	-3	9	2	-1	0
CC(C)(C)n1ncc2c(=O)n(Cc3ccc(Cl)c(Cl)c3)cnc21	-1	-7	1	-1	-3	-1	-2	-20	3
COc1cc(/C=C2\SC(=O)N(c3ccc(Cl)cc3)C2=O)cc([N+](=O)[O-])c1O	75*	93*	-5	-3	-14	8	0	-1	9
CCOC(=O)/C(=N/Nc1ccccc1)N1CCCc2ccccc21	1	8	-3	2	2	3	-2	-2	4
O=C(Nc1ccccc1C(=O)Nc1ccccc1C(=O)NCc1ccco1)c1ccco1	-1	-13[fluorescence artefact?]	-10	0	1	12	1	-10	-4
Cc1cc(NC(=O)c2cc(-c3cccnc3)nc3c(C)c(C)ccc23)no1	11	-9[fluorescence artefact?]	3	-3	-4	9	-4	-16	0
CCCCc1ccc(NC(=O)CC(C)(C)C)cc1	6	0[fluorescence artefact?]	-3	-3	1	9	-3	-7	6
CCc1nnc(NC(=O)CSc2nc(-c3ccccc3)nc3ccccc23)s1	6	4[fluorescence artefact?]	-1	1	-4	16	0	-3	7
NC(=O)NC(=O)CSc1nc(C2CCCCC2)n(-c2ccccc2)n1	1	-12	-15	-2	3	-4	1	-22	-4
Cc1cccc(N2CCN(C(=O)Cn3ccc4ccccc4c3=O)CC2)c1C	1	4	-3	1	1	11	1	2	7
Nc1c([N+](=O)[O-])c(=O)oc2ccccc12	19	-6	-23	0	1	9	2	-4	-9
COc1cccc(NC(=O)N2CCCC2C(=O)Nc2ccc3c(c2)OCO3)c1 (centres undefined)	-3	4	-2	-2	1	16	-1	5	11
Cc1cccc(NC(=S)NC(C)(C)CC(C)(C)C)c1	-26	-14	-6	-1	1	-2	1	-5	-5
CCCCC(CCC(=O)O)(C(=O)OCC)c1csc(Nc2ccc(OCC)cc2)n1 (centres undefined)	-8	1	17	11	-3	11	0	15	7
CC1(C)C(C=C(Cl)Cl)C1C(=O)N(Cc1cccc(Cl)c1)C1CCS(=O)(=O)C1 (centres undefined)	5	0[fluorescence artefact?]	-11	-6	1	12	3	-14	5
CC(C)c1ccccc1OCC(=O)NC1CCCc2ccccc21 (centres undefined)	1	0	-6	-2	-2	-4	0	-5	-3
CCS(=O)(=O)N1CCC(C(=O)NC2CCCCC2)CC1	7	1[fluorescence artefact?]	-7	0	-1	-4	2	10	-3
Cc1c2cnn(CC(=O)Nc3c(F)c(F)cc(F)c3F)c(=O)c2c(C)n1Cc1ccc(F)cc1	40	-3	-21	-4	-5	2	0	-3	-8
Cc1cc(=O)[nH]c(SCc2csc(-c3ccccc3)n2)n1	2	-14	-5	-1	4	11	-1	-19	-3
C=CCc1cccc(CNc2nc3ccccc3n2CC)c1O	0	2	0	9	-2	16	-2	2	3

(continued)
compound	Hck-Nef inh	14-3-3 Bad inh	Thrombin inh	Runt-CBFb FRET	Runt-SMMHC FRET	FXIIa inh 1536	Wee1 stabilizer	hK5 inh	FXIa inh
Cc1ccnc(N/C=C(/NC(=O)c2ccccc2)C(=O)NN)n1	23	-19	-3	-1	-5	6	-2	-4	6
C=CCn1cnc2c(c1=O)c1nc3ccccc3nc1n2/N=C/c1cc(OC)c(OC)c(OC)c1	-4	16[fluorescence artefact?]	0	1	-1	9	0	5	4
Cc1ccc2c(c1)n([O-])c1c([n+]2=O)CCCC1	2	-8	0	13	26	10	-1	-7	-2
COCCN(C(=O)CSc1nnc(-c2ccccc2F)n1C)c1c(N)n(Cc2ccccc2)c(=O)[nH]c1=O	19	-18	-2	2	-2	2	8	5	8
Cc1cc(Cl)c(S(=O)(=O)NCCC(=O)O)cc1OCC(N)=O	3	2	1	0	-2	17	0	-1	9
Cc1ccc(CN2CC(C(=O)Nc3ccc(S(=O)(=O)Nc4cc(C)nc(C)n4)cc3)CC2=O)cc1 (centres undefined)	1	3	-4	-2	1	9	1	-32	4
CS(=O)(=O)N1CCN(C(=O)c2ccc(Cl)s2)CC1	-2	-14	6	0	1	2	1	-7	-4
O=C(COC(=O)Cn1cnc2ccccc2c1=O)Nc1ccccc1Sc1ccc(Cl)cc1	4	3	-1	-6	-8	10	-2	-3	0
Cc1cc(=O)[nH]c(SCc2cn3ccccc3n2)n1	31	1	-8	2	4	0	-2	-2	1
CCc1ccc(C2=NN(C(=O)OC)C(O)(C(F)(F)F)C2)cc1 (centres undefined)	1	6[fluorescence artefact?]	4	-4	14	10	2	-22	-10
Cc1ccc(Sc2nc3ccc(C)cn3c(=O)c2/C=N/O)cc1	-6	4	0	1	3	x	-2	5	1
CS(=O)(=O)N1CC(C(=O)NC2CC2)Oc2ccc(Cl)cc21 (centres undefined)	0	6	-4	-1	-1	15	-2	-14	3
